cytoskel mod – alters cytoskeleton assembly in HUVEC cells | 0.18% of 91,000 active | HUVEC TNFa F-actin phalloidin imaging, high content | AID 836 | inhibition, % at 2 µM;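 active means inhibition above the batch mean plus 3 SD and confirmed as a hit by visual image inspection, cut at about 30% in these data, passing the limit was not always enough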; further: strong numbers were not always called active
VCAM1 TNFa inh – reduces TNF alpha induced VCAM1 expression in HUVEC | 0.48% of 95,000 active | inhibition, % at 2 µM | HUVEC TNFa-induced VCAM-1 immunofluorescence, high-content imaging;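 active means inhibition above the batch mean plus 3 SD, with images confirmed as a hit by eye, cut at about 37% in these data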;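 further: 0% = TNF-stimulated DMSO wells and 100% = unstimulated control wells; not every result past the cut was called active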
LYP inh 2 – inhibitors of human LYP (PTPN22) phosphatase; recombinant LYP catalytic domain, DiFMUP fluorescence; inhibition, % at 2 µM; Q9Y2R2; AID 640; 0.21% of 96,000 active;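 active means inhibition at 2 µM at or above a set limit, the screen mean plus 3 SD, cut at about 24% in these data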;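 further: 0% = DMSO with enzyme and 100% = enzyme fully blocked by orthovanadate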
Smad3 inh – blocks human Smad3 binding to FoxH1 peptide; inhibition, % at 25 µM; P84022; 0.29% of 88,000 active; TR-FRET Smad3/Dy647-FoxH1 peptide binding, europium anti-His;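 active means compounds that reduce the energy-transfer binding signal between the protein and its labelled peptide by more than half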;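 further: 0% = Smad3 plus labelled peptide maximal FRET and 100% = peptide-only background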
Target sequence (P84022 whole entry, looked up): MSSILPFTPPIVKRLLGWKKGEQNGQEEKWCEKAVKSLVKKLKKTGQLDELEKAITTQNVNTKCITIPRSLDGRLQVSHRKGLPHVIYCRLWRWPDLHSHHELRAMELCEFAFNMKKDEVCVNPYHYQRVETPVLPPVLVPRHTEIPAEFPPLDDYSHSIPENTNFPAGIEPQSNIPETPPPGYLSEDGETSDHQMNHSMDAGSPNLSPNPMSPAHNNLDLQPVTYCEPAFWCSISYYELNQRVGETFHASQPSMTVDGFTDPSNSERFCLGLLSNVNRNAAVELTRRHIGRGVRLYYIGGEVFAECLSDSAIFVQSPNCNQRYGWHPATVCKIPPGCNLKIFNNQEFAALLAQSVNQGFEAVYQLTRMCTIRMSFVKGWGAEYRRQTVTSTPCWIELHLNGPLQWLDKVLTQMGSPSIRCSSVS
HUVEC tox TNFa – toxic to HUVEC cells under TNF alpha stimulation | HUVEC TNFalpha-stimulated, Hoechst cell count, imaging | cell count reduction, % at 2 µM | 0.17% of 93,000 active | AID 848;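 active means cell count reduction exceeding the screen mean by over 5 SD, scaled to untreated wells per plate, cut at about 78% in these data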;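 further: cells counted after 24 h of TNF alpha exposure following the 1 h pretreatment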
HUVEC tox IL1B – HUVEC cytotoxicity counter-screen, IL-1B stimulated; HUVEC cell count loss, Hoechst imaging; cell count reduction, % at 2 µM; 0.41% of 94,000 active; AID 845;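 active means cell count reduction more than 3 SD above the screen-wide mean, cut at about 70% in these data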;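 further: normalized per plate to untreated control cells as the no-loss baseline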
MT1-MMP txn act – activates MT1-MMP transcription. HT1080 MT1-MMP promoter luciferase reporter, luminescence, overnight; active compounds read high. activation factor at 10 µM. 0.16% of 86,000 active. AID 750;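 active means activation factor of at least 2 for MT1-MMP transcription at 10 µM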
Calb biofilm kill – kills Candida albicans biofilms. C. albicans biofilm + clotrimazole, Alamar Blue. inhibition, % at 6 µM. 0.14% of 85,000 active. AID 834;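 active means inhibition above 20%; inactive means inhibition below 20%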;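 further: preformed 24 hr biofilms exposed to compound for 48 hr; 0% = biofilm without compound and 100% = blank killed by clotrimazole plus chlorhexidine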
DAT uptake mod – modulates human dopamine transporter uptake under cocaine | Q01959 | LLC-PK1 hDAT cells, [14C]-dopamine uptake with cocaine IC80; actives deviate in either direction | B-score at 10 µM | 1.3% of 110,000 active | AID 449768;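 active means Z score or B-score, a plate-position-corrected score, falls beyond the plate's 99.7% confidence bounds, in either direction; inactive means both scores lie inside the 99.7% bounds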;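 further: scored against the spread of the other compound wells on the same plate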
Active calls of the source: *; / = not tested or not shown; & = joins results of further samples; [ ] = dose if it differs, or a comment. The list is partial; count on the stated rates, not on these rows.

cpd | compound | HUVEC tox TNFa | cytoskel mod | Smad3 inh | DAT uptake mod | LYP inh 2 | MT1-MMP txn act | HUVEC tox IL1B | VCAM1 TNFa inh | Calb biofilm kill
1 | CCn1nc(C(=O)OCC(=O)N2CCc3ccccc32)c2ccccc2c1=O | -3 | 14 | -2 | 0.067 | 8 | 1.1 | -29 | 11 | 2
2 | COc1ccccc1NC(=O)C(C)NS(=O)(=O)c1ccc(Cl)cc1 (stereo unspecified) | -54 | 8 | 0 | -0.19 | 4 | 1.3 | -14 | 5 | 5
3 | Cn1c(NCc2ccccc2)cc(=O)n(C)c1=O | -8 | 11 | 5 | -1.3 | -5 | 1.2 | -4 | 1 | 4
4 | COc1ccc(CCCc2nnc(SCC(=O)N/N=C\c3ccc(O)c(OC)c3)o2)cc1C | -1 | -8 | / | 0.039 | 12 | / | / | 7 | /
5 | Cc1ccc(OCC2Cn3c(nc4c3c(=O)n(C)c(=O)n4C)O2)cc1 (stereo unspecified) | -22 | 9 | 6[fluorescence artefact?] | -0.58 | -2 | 1.1 | -1 | 11 | 4
6 | Cc1ccc(-n2ncc3c(NCC4CCCO4)ncnc32)c(C)c1 (stereo unspecified) | -30 | -10 | / | 0.73 | 9 | 1.1 | -23 | 6 | /
7 | Clc1ccc(Cn2nnc(-c3ccc(N4CCOCC4)cc3)n2)cc1 | / | / | 6 | -0.86 | / | 0.9 | / | / | 5
8 | CCOc1ccc(C(O)Cc2nc3ccccc3n2C)cc1 (stereo unspecified) | -16 | 7 | 3 | 0.66 | -18 | 1.7 | -38 | -6 | 4
9 | COc1ccc(C(=O)Nc2nc(-c3ccc([N+](=O)[O-])cc3)c(-c3ccccc3)s2)cc1 | -2 | -14 | / | 1.4 | -7 | / | 19 | -5 | /
10 | CC(=O)NC(Cc1ccc(C)cc1)C(=O)NC1CCN(C(=O)c2cnccn2)CC1 (stereo unspecified) | 2 | -12 | 0 | -1.2 | 6 | 1 | -17 | -2 | 6
11 | COC(=O)c1ccc(Cn2c(O)c(N=O)c3ccccc32)o1 | 11 | -2 | -15 | -1.1 | -17 | 1.1 | 2 | 17 | 4
12 | COc1ccc2c(c1)C(=O)N(c1ccc(C)cc1)C(=O)C2 | -12 | -12 | 2 | -0.61 | 1 | 1.1 | -2 | 5 | 1
13 | Cc1ccccc1CN(c1ccc(C(N)=O)cc1)S(C)(=O)=O | -28 | 10 | 5 | 0.51 | 2 | 1.1 | 22 | -6 | 8
14 | Cc1ccc(-c2nnc(N(C)C(=O)c3cccnc3)s2)cc1 | -5 | 9 | -2 | -0.053 | 15 | 1.6 | -3 | -14 | 0
15 | CN(C)c1ccc(NC(=O)CN2CCC(N3CCCCC3)CC2)cc1 | -39 | 14 | / | -0.42 | 0 | / | -9 | -12 | /
16 | CC(=O)N1CCN(c2ccc(Nc3ncnc4c3oc3ccccc34)cc2)CC1 | -4 | -8 | 9[fluorescence artefact?] | 0.51 | 13 | 1.2 | -66 | -6 | 12
17 | Nc1c(Sc2ccccc2)c(=O)[nH]c(=O)n1Cc1ccccc1 | 0 | 14 | 9 | 0.34 | -6 | 1.2 | 0 | -10 | 11
18 | O=C(OCc1ccc(C(=O)c2ccccc2)cc1)c1cccc(-c2nnc(-c3ccccc3)o2)c1 | -2 | 3 | / | 0.58 | -10 | / | 42 | -8 | /
19 | CCC(C)N1CCCC1C(=O)Nc1c(C)cc(C)cc1C (stereo unspecified) | -18 | 7 | 2 | -0.03 | 4 | 1.3 | 16 | -4 | 6
20 | Cc1c(Cc2ccccc2)sc(N)c1C(N)=O | -16 | 2 | 6 | 1.4 | 8 | 1.2 | 87* | 16 | 2
21 | N#CC1=C(N2CCCCC2)c2cc3c(n2C1=O)CCCC3 | 7 | -21 | 0 | 1.5 | -7 | 1 | -12 | -10 | 11
22 | Cc1ccc(S(=O)(=O)NCCSc2nnnn2-c2ccccc2)cc1 | -30 | 2 | 10[fluorescence artefact?] | 1.1 | 3 | 1.3 | -30 | 13 | 5
23 | CCCOc1ccc(-c2nnn(CC(=O)c3ccc4c(c3)OCCO4)n2)cc1 | 8 | 8 | -5 | 0.39 | -5 | 0.9 | -31 | 0 | 6
24 | Cc1cccc2sc(NC(=O)C3CCCO3)nc12 (stereo unspecified) | -16 | 2 | 3 | -0.81 | 0 | 1.7 | 15 | 12 | 4
25 | O=C(OCCN=C1NS(=O)(=O)c2ccccc21)c1ccccc1 | -29 | / | 6 | 0.73 | -6 | 1.1 | 8 | 7 | 6
26 | COc1ccc(CN2CC(C(=O)NCCc3ccc(C)cc3)CC2=O)cc1 (stereo unspecified) | -19 | 38 | 17 | -0.74 | -5 | 1 | 11 | -4 | -4
27 | Cc1ccc2nc(-c3ccccn3)cc(C(=O)N3CCN(c4ncccn4)CC3)c2c1 | -13 | -4 | 2 | -0.35 | 3 | 1.1 | -19 | -2 | 9
28 | CCOC(=O)c1cnc(SCC(=O)c2ccc(Cl)cc2)nc1N | -7 | -16 | / | 0.59 | 6 | / | -20 | -11 | /
29 | COc1ccccc1NC(=O)CSc1nnc(Cc2ccccc2)o1 | -24 | -20 | 4 | 0.41 | 1 | 1.1 | -18 | 3 | 6
30 | O=C(Nc1nnc(-c2cccs2)o1)c1cccc(F)c1 | -14 | -12 | 9 | 0.59 | -8 | 1.2 | 10 | 7 | 17
31 | CCn1c2ccccc2c2cc(NC(=O)N3CCOCC3)ccc21 | 15 | -16 | -3 | 0.38 | 8 | 1.5 | -20 | -3 | 8
32 | CCO/C=C1\C(=O)N(CC)c2ccccc21 | -20 | 2 | 3 | -0.27 | 7 | 1 | -10 | -29 | 6
33 | CC(C)(C)c1cc(C(F)(F)F)nc(SCCCNC(=O)c2ccco2)n1 | -8 | -1 | 9 | 0.2 | -2 | 1 | 22 | 8 | 10
34 | CCCCCCCCC(=O)Nc1cc(C)ccc1OC | -27 | 15 | 7[fluorescence artefact?] | -7.9* | -2 | 1.3 | 22 | -2 | /
35 | C=CCN1C(=O)CN=C1Nc1cc(C)cc(C)c1 | -14 | -14 | 5 | 0.32 | -6 | 1 | -9 | -26 | 6
36 | CC(=O)c1sc(NC(=O)C(C)(C)C)nc1C | 7 | 2 | 1 | 0.41 | 1 | 1.1 | 14 | -11 | 4
37 | COc1cccc(-c2nc(C(N)=O)c3[nH]c(=O)n(-c4ccccc4)c3n2)c1OC | / | / | -1 | 0.55 | / | 1.1 | / | / | 14
38 | C/C(=N\NC(=O)c1ccc(Br)cc1)C1C(=O)c2ccccc2C1=O | -10 | 3 | / | -1.4 | 2 | / | 10 | 2 | /
39 | COc1ccc(-c2nc(SC)n(C)c(=O)c2C#N)cc1OC | / | / | 8 | 0.0049 | / | 0.9 | / | / | 0
40 | COC(=O)[C@H](CCSC)NC(=O)Nc1ccc(C(C)C)cc1 | -2 | 43 | -21[fluorescence artefact?] | 1.6 | 7 | 1.2 | 19 | -6 | 0
41 | CC(=O)c1cccc(NC(=O)C2CCCN2S(=O)(=O)c2cccc3cccnc23)c1 (stereo unspecified) | -33 | 10 | 4 | 0.58 | -8 | 1.1 | 2 | 16 | 6
42 | COc1ccc(CCn2nnnc2C(c2ccc(C)cc2)N2CCN(C)CC2)cc1OC (stereo unspecified) | -13 | -23 | -2 | -0.89 | -2 | 1.3 | -9 | 14 | 5
43 | COC(=O)c1c(NC(=O)CSc2nnnn2-c2ccccc2)sc2c1CCC(C)C2 (stereo unspecified) | -37 | / | 5 | 0.004 | 11 | 1.2 | -30 | 15 | 6
44 | COc1ccc(C2C(C(C)=O)=C(C)N=c3s/c(=C\c4cc(C)n(C)c4C)c(=O)n32)c(OC)c1 (stereo unspecified) | -20 | 23 | -7[fluorescence artefact?] | 0.011&2.1 | 4 | 1 | -10 | 5 | -1
45 | COCCNC(=O)C(=O)N/N=C/c1ccccc1C(F)(F)F | / | 4 | -15 | -0.8 | 2 | 1 | -39 | -4 | 3
46 | Cc1cc(S(=O)(=O)NCC(c2ccccc2)c2ccccc2)ccc1-n1cnnn1 | -13 | / | -5 | -0.55 | -9 | 1.1 | -9 | -2 | 0
47 | O=C(COc1ccccc1Br)c1ccc(O)cc1O | -13 | 3 | 4 | 0.64 | 4 | 1.1 | 8 | 5 | 3
48 | COCCCNC(=O)CC(NS(=O)(=O)c1ccc(Cl)cc1)c1ccco1 (stereo unspecified) | 5 | 3 | 15 | -0.83 | -6 | 1.1 | 10 | -11 | 6
49 | CC1(C)Cc2c(sc3nc(-c4ccccc4Cl)n(N)c(=O)c23)CO1 | -28 | / | -11 | 1.1 | 6 | 1 | -6 | -7 | 6
50 | COc1cc2c(cc1OC)CN(C(=O)c1cc(S(=O)(=O)N3CCOCC3)ccc1Cl)CC2 | 3 | -7 | 7 | -0.0065 | -6 | 1.2 | 26 | 11 | 3
51 | COc1ccccc1N1CCN(Cc2cccc(OC)c2OC)CC1 | / | / | 5 | -0.25 | / | 1 | / | / | -1
52 | Cc1ccc2cc3cc(C(=O)N4CC(C)CC(C)C4)oc3nc2c1 (stereo unspecified) | -8 | -7 | 0 | 0.34 | -9 | 1.2 | -19 | 6 | 4
53 | COc1cc(S(=O)(=O)N2CCN(c3ccccc3)CC2)ccc1Cl | -15 | -6 | -2 | -0.58 | -3 | 1.3 | -8 | -30 | 5
54 | CCCc1cc(=O)n2[nH]c(C)cc2n1 | -57 | 16 | -3 | 0.79 | 1 | 1.1 | -3 | 16 | -5
55 | CC1(C)Cc2nc(N)c(C(=O)NCCO)cc2CO1 | / | / | 8 | 0.15 | / | 1.2 | / | / | 12
56 | Cc1ccc(C)n1-n1c(C)nc2scc(-c3cccs3)c2c1=O | / | / | 2 | -0.35 | / | 1.2 | / | / | 9
57 | Cc1ccc(C(=O)NNC(=O)Cc2ccccc2)cc1 | -10 | 5 | 5 | -0.66 | -10 | 1.4 | -1 | 7 | 0
58 | O=C(c1c[nH]c(=O)n(-c2ccccc2)c1=O)N1CCc2ccccc21 | / | / | 4 | -1.7 | -8 | 1.1 | / | / | 7
59 | O=C(Nc1cccn(Cc2ccccc2)c1=O)NC1CCCCC1 | 2 | -16 | 2 | 0.93 | 9 | 1.2 | -19 | 8 | 3
60 | O=C(CCN1CCCCCC1)Nc1cccc(F)c1 | -12 | -2 | -8 | -0.28 | 3 | 1.1 | 10 | 27 | -4
61 | Cc1ccc(CS(=O)(=O)c2ccccc2-c2nnc(-c3ccc(Cl)cc3)o2)cc1 | -14 | 10 | / | -0.18 | 5 | / | 20 | -4 | /
62 | CCCOC(=O)Nc1nnc(CCC)s1 | 14 | 8 | 0[fluorescence artefact?] | 1.1 | -2 | 1 | 6 | -5 | -2

Compound activity (PubChem BioAssay)
